RAD54 branch – blocks human RAD54 Holliday junction branch migration; hit rate 0.14% among 360,000; Q92698; FAM/BHQ fluorescence; inhibition, % at 10.4 µM; AID 602329;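 active = mean normalized replicate activity at least 40 and at least half of replicates scoring 40 or more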;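 note: 0% = median of neutral control wells and 100% = median of positive control wells; inhibitors cause a drop in the FAM fluorescence signal; in these data hits start at about 50%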
Target sequence (Q92698 whole entry, looked up): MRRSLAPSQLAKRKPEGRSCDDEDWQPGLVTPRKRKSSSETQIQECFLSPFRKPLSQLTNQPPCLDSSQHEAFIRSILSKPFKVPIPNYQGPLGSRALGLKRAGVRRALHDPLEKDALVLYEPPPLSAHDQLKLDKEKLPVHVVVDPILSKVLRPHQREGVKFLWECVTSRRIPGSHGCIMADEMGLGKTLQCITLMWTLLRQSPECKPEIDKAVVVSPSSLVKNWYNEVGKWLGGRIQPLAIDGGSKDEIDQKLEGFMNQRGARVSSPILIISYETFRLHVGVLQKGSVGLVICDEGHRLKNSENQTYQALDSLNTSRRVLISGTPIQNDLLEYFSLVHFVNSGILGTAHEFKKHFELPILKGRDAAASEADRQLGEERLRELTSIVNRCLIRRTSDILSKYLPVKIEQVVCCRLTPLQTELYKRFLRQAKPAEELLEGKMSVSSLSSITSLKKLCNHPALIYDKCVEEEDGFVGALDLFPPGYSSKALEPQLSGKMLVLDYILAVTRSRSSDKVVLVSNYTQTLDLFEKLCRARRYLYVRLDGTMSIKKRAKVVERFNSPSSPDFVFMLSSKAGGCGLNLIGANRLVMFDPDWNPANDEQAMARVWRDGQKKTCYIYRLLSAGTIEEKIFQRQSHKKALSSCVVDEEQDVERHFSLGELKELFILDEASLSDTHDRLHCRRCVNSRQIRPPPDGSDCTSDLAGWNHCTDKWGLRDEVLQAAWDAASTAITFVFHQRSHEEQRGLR
esBAF inh – inhibitors of esBAF chromatin remodeling in mouse ES cells; hit rate 2% among 350,000; Bmi1-luciferase knock-in reporter, 24 h; 100% = twice the neutral-well signal; reporter increase, % at 12.5 µM; in the data active = activation above about 40%;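 note: 0% = median of the plate's neutral control wells and 100% = double that signal; a rise in the Bmi1 reporter signal indicates esBAF inhibition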
Numbers without * were called inactive.

Sequence of screens – RAD54 branch, esBAF inh
O=C(OCc1nnc(-c2ccccc2)o1)c1ccco1
→ -4, 2
CCn1c(CNc2ccc(F)cc2)nnc1SCC(=O)Nc1ccc(OC)cc1
→ -17, 0
CCCCNC1C(CC)C(CCC)C(C#N)(C#N)C1(C#N)C#N (centres undefined)
→ -5, 12
CC(OC(=O)Cn1c(C(F)(F)F)nc2ccccc21)C(=O)N1CCCc2ccccc21 (centres undefined)
→ 1, -3
COCCCn1c(SCc2ccc(OC)cc2)nc2cc(OC)c(OC)cc2c1=N
→ -2, -16
O=C(CCCN1C(=O)c2ccccc2C1=O)NCCCN1CCOCC1
→ 3, 3
CCOC(=O)C1CCN(S(=O)(=O)c2cccc3nonc23)CC1
→ 0, 1
C=CCN(CC=C)S(=O)(=O)c1ccc2nc(NC(=O)C(C)C)sc2c1
→ -4, -7
O=C(CCOc1ccccc1)OCC(=O)c1cc2ccccc2o1
→ -4, 0
COCCCN1C(=O)C2C(C(=O)Nc3cccc(Cl)c3)C3C=CC2(O3)C1C(=O)NC1CCCCC1 (centres undefined)
→ -2, 3
COc1ccc(C(C)=O)cc1CSCCC(=O)O
→ 0, 4
CCn1c(O)c(/C=N/N=C/c2ccccc2)c2ccc(C3=NNC(=O)CC3)cc21
→ 2, -5
COc1cccc(-n2nc(C(=O)N3CC(C)CC(C)C3)c3ccccc3c2=O)c1 (centres undefined)
→ -17, -4
CCNc1nc(Oc2ccc(=O)n(-c3ccccc3)n2)nc(N(C)C)n1
→ -1, 19
COC(=O)CSc1nnc(CNC(=O)c2ccccc2OC)n1C
→ -5, -12
Cc1ccc(Nc2nc(C)c(CCC(C)C)c(=O)[nH]2)cc1
→ -8, -2
COc1ccc2nc(NC(=O)CN(c3ccc(C)cc3)S(=O)(=O)c3c(C)nn(C)c3C)sc2c1
→ 0, -4
Cc1ccc(Cc2cnc(N)s2)o1
→ 1, -12
CCNC(=O)n1nccc1C(C)Oc1ccccc1 (centres undefined)
→ 5, 1
Cc1cc(C)nc(N2CCC(C(=O)NCc3cccc(C(F)(F)F)c3)CC2)n1
→ -4, -3
COC(=O)[C@H](CCSC)NC(=O)NCCc1ccccc1F
→ -7, 4
COc1ccc(OC)c(C2C3=C(CCCC3=O)Nc3c2c(=O)n(C)c(=O)n3C)c1 (centres undefined)
→ -3, -2
CCc1nc2ccccc2c(C(=O)OCc2nnc(-c3ccccc3)o2)c1C
→ 2, 15
COc1ccc(C(CNC(=O)Cc2cc(OC)c(OC)c(OC)c2)N2CCCC2)cc1 (centres undefined)
→ 6, 7
CCOC(=O)N1CCN(C(=O)C2CCN(S(=O)(=O)c3c(C)cc(C)cc3C)CC2)CC1
→ 1, 2
COCCCNC(=O)C(=O)NCCCOC(C)C
→ -6, 2
CCOC(=O)Nc1c(C)n(C)n(-c2ccccc2)c1=O
→ 0, -4
CCOC(=O)C1C(C)N=C2SCC(=O)N2C1c1cccc(Br)c1 (centres undefined)
→ -2, -15
Cc1cc2cc(C(c3nnnn3Cc3ccco3)N3CCCCC3)c(=O)[nH]c2cc1C (centres undefined)
→ 3, -5
COc1cc(C2C(C(C)=O)=C(O)C(=O)N2CCN2CCOCC2)ccc1O (centres undefined)
→ 0, -2

Part of the list above in order of SMILES length, highest first:
Sequence of screens – RAD54 branch, esBAF inh
COCCCN1C(=O)C2C(C(=O)Nc3cccc(Cl)c3)C3C=CC2(O3)C1C(=O)NC1CCCCC1 (centres undefined)
→ -2, 3
COc1ccc2nc(NC(=O)CN(c3ccc(C)cc3)S(=O)(=O)c3c(C)nn(C)c3C)sc2c1
→ 0, -4
CCOC(=O)N1CCN(C(=O)C2CCN(S(=O)(=O)c3c(C)cc(C)cc3C)CC2)CC1
→ 1, 2
CC(OC(=O)Cn1c(C(F)(F)F)nc2ccccc21)C(=O)N1CCCc2ccccc21 (centres undefined)
→ 1, -3
CCn1c(O)c(/C=N/N=C/c2ccccc2)c2ccc(C3=NNC(=O)CC3)cc21
→ 2, -5
Cc1cc2cc(C(c3nnnn3Cc3ccco3)N3CCCCC3)c(=O)[nH]c2cc1C (centres undefined)
→ 3, -5
COc1cccc(-n2nc(C(=O)N3CC(C)CC(C)C3)c3ccccc3c2=O)c1 (centres undefined)
→ -17, -4
Cc1cc(C)nc(N2CCC(C(=O)NCc3cccc(C(F)(F)F)c3)CC2)n1
→ -4, -3
COc1cc(C2C(C(C)=O)=C(O)C(=O)N2CCN2CCOCC2)ccc1O (centres undefined)
→ 0, -2
COCCCn1c(SCc2ccc(OC)cc2)nc2cc(OC)c(OC)cc2c1=N
→ -2, -16
CCNc1nc(Oc2ccc(=O)n(-c3ccccc3)n2)nc(N(C)C)n1
→ -1, 19
CCOC(=O)C1C(C)N=C2SCC(=O)N2C1c1cccc(Br)c1 (centres undefined)
→ -2, -15
CCOC(=O)C1CCN(S(=O)(=O)c2cccc3nonc23)CC1
→ 0, 1
O=C(CCCN1C(=O)c2ccccc2C1=O)NCCCN1CCOCC1
→ 3, 3
COC(=O)[C@H](CCSC)NC(=O)NCCc1ccccc1F
→ -7, 4
CCOC(=O)Nc1c(C)n(C)n(-c2ccccc2)c1=O
→ 0, -4
O=C(OCc1nnc(-c2ccccc2)o1)c1ccco1
→ -4, 2
COc1ccc(C(C)=O)cc1CSCCC(=O)O
→ 0, 4
COCCCNC(=O)C(=O)NCCCOC(C)C
→ -6, 2
Cc1ccc(Cc2cnc(N)s2)o1
→ 1, -12

Further structures follow.
Sequence of screens – RAD54 branch, esBAF inh
Cn1nccc1-c1ccc(C(=O)NCc2ccc(Cl)cc2)c2occc12
→ -11, 80*
COc1ccccc1C(=O)NCc1ccncc1
→ -1, -4
CC(=O)COc1ccccc1OC(=O)c1ccco1
→ 6, -20
COc1cc(OC)c2c(=O)c(OC)c(-c3ccc(OC)c(OC)c3)oc2c1
→ 30, 6
O=C(NC1CCCC1)C(c1cccs1)N(C(=O)c1ccco1)c1ccc2c(c1)OCCO2 (centres undefined)
→ 6, -11
O=C(NCC(c1cccnc1)N1CCOCC1)Nc1ccccc1 (centres undefined)
→ 2, -9
CC1CN(Cc2nc3c(c(=O)[nH]c(=O)n3C)n2CCN2CCOCC2)CC(C)O1 (centres undefined)
→ -5, -5
COc1ccc(C2C3=C(CC(c4ccco4)CC3=O)Nc3ccccc3N2C(C)=O)cc1 (centres undefined)
→ 1, -33
O=C(CSc1ncccc1C(=O)O)NCCC1=CCCCC1
→ -3, 1
CCCCOc1ccc(C2(C)CC(=O)NC2=O)cc1 (centres undefined)
→ -3, 30
O=C1NC(=O)c2cc(NC(=O)C3CCCO3)ccc21 (centres undefined)
→ -9, -2
COc1ccc(C(=O)CC(c2ccccc2)C2C(=O)CCCC2=O)cc1 (centres undefined)
→ -5, -2
CCCS(=O)(=O)N1CCCC(C(=O)N2CCN(C(=O)OCC)CC2)C1 (centres undefined)
→ 1, -3
Cc1cc2cc(CCNC(=O)c3ccc(S(=O)(=O)N4CCOCC4)cc3)c(=O)[nH]c2cc1C
→ 8, 4
O=C(COC(=O)c1ccccc1)Nc1ccccc1N1CCOCC1
→ -11, 6
COC(=O)Cc1c(C)c2ccc(OCC(=O)N(C)C)cc2oc1=O
→ -2, -10
Cc1cc(C(=O)COC(=O)CCc2nc3ccccc3s2)c(C)n1C
→ 10, -3
CCCc1cc(=O)[nH]c(SC(CC)C(=O)Nc2ccccc2C#N)n1 (centres undefined)
→ 10, 4
O=C(O)c1ccccc1-c1ccccc1C(=O)Nc1ccccc1
→ -8, 3
CC(NC(=O)CCc1ccc(S(=O)(=O)NC2CCCCC2)cc1)c1ccccc1 (centres undefined)
→ -16, 7
Cc1c(NS(=O)(=O)CC23CCC(CC2=O)C3(C)C)c(=O)n(-c2ccccc2)n1C (centres undefined)
→ -10, 4
O=C(O)c1ccccc1C(=O)c1cccs1
→ 7, -8
CCOc1ccc(-c2nc(N)nc(C)c2-c2ccc(OC)c(OC)c2)c(O)c1
→ 1, 2
COc1ccc(C(=O)CSc2nnc(Cc3ccccc3)o2)cc1
→ 0, -6
CSc1nc(N(C)CCO)c2sc3nc(-c4ccco4)c4c(c3c2n1)CCC4
→ -6, 4
Cc1ccc2nc(-c3ccc(SCC(=O)Nc4cc(C)on4)nc3)[nH]c2c1
→ 12, 31
COC(=O)c1ccc(C(=O)OC)c(NC(=O)CSc2cccc[n+]2[O-])c1
→ -5, 6
CCCCOc1ccc(C(=O)Nn2cnnc2)cc1
→ 0, -6
CCN(CC)C(=O)C1CCCN(c2ccc([N+](=O)[O-])cc2/C=N/NC(=O)c2ccc([N+](=O)[O-])cc2)C1 (centres undefined)
→ 7, 1
COc1cc(-c2cc(C(F)(F)F)n3ncc(C(=O)O)c3n2)cc(OC)c1OC
→ -1, -18
COc1cc(OC)c(C(=O)CCC(=O)O)cc1OC
→ -1, 0
O=C1C(=O)N(CCN2CCOCC2)C(c2ccc(Cl)cc2)/C1=C(/O)c1ccc(S(=O)(=O)N2CCOCC2)cc1 (centres undefined)
→ -4, 0
CCOCC(=O)Nc1nnc(SCCOC)s1
→ -5, -1
CCOc1cc(C(=O)N2CCCC2)cc(OCC)c1OCC
→ -7, -3
Cc1ccc(C)c(NC(=O)c2ccc[n+](Cc3ccc([N+](=O)[O-])cc3)c2)c1
→ 4, -1
CC(c1ccccc1)C1NC(C(=O)O)CS1 (centres undefined)
→ -10, 7
O=C(Cn1c(C(F)(F)F)nc2ccccc21)NCCCN1CCOCC1
→ -3, 0
Cc1cccc(C(=O)NCCCN2CCCC2=O)c1
→ 1, -1
Clc1ccc(SCc2cc(-c3ccccc3)on2)cc1
→ 8, -4
Cc1ccccc1NC(=O)OCc1cccnc1Sc1ccc(Cl)cc1
→ -1, -7
CCC(C)[C@H](NC(=O)OC(C)(C)C)c1nnc(SCc2c(C)[nH]c(=O)[nH]c2=O)o1 (some centres undefined)
→ 19, 1
Cc1noc(C)c1CSCC(=O)OCc1nc2ccccc2c(=O)n1CC#N
→ -18, -4
CC(C)n1c(C(O)c2ccc3c(c2)OCO3)nc2ccccc21 (centres undefined)
→ -1, 4
CCCOc1ccc(C(=O)NCc2ccco2)cc1
→ 3, 20
Cc1nc(S/C(=C\c2ccc(OCc3ccccc3Cl)cc2)C(=O)O)n[nH]1
→ 0, 5
N#CC1=C(N)SC(C(=O)c2ccccc2)C1c1cccs1 (centres undefined)
→ 2, 3
COCCOC(=O)C1=C(C)NC(=O)N(C(C)=O)C1c1ccc(Cl)cc1 (centres undefined)
→ 2, -16
CN(c1ccccc1C(=O)N1CCN(c2cccc(Cl)c2)CC1)S(C)(=O)=O
→ 3, 5
O=C(CSc1nc2ccccc2c(=O)n1CC1CCCCC1)N1CCOCC1
→ -5, -2
CCCC(=O)Nc1ccc(C(=O)O)cc1NC(=O)CCC
→ -2, 0

Later entries:
Sequence of screens – RAD54 branch, esBAF inh
CCN1CCN(c2ccc(NC(=O)c3ccc4c(c3)OCO4)cc2)CC1
→ 3, 11
CCNC(=O)CSc1nnc(-c2ccc(OC)cc2)n1CC(C)C
→ -3, 4
CC(=O)OCc1nc2sc(C)c(C)c2c(=O)[nH]1
→ -4, -1
CC(=O)N=C1SC2CS(=O)(=O)CC2N1c1cccc(Cl)c1Cl (centres undefined)
→ -3, -3
Cc1ccc(-n2cnnn2)c2cccnc12
→ -1, -11
COCCCn1c(SCC(=O)NC(C)C)nnc1-c1ccccc1
→ 1, -6
Cn1cc(CC(=O)Nc2cccc(C#N)c2)c2ccccc21
→ -3, 6
CSc1ccccc1NC(=O)c1c(Br)cnn1C
→ -3, 2
C[N+]1(C)CCC(=C2c3ccccc3CC(=O)c3sccc32)CC1
→ -12, -3
Cc1nn(-c2ccccc2)c(-c2ccccc2)c1C(=O)O
→ 3, -6
O=C(CSCC(=O)OCC(=O)c1ccc(Br)cc1)Nc1cccc2ccccc12
→ -14, 3
Cc1ccc(CN(N=Nc2nonc2N)c2nonc2N)c(C)c1
→ 1, 2
CCCC(=O)N1CCN(c2ccc(NC(=S)NC(=O)CC)cc2)CC1
→ 2, 1
CN(C(=O)c1ccccc1)C1(C)CCS(=O)(=O)C1 (centres undefined)
→ -1, 1
CCOC(=O)CSc1nnc(-c2cccs2)n1-c1ccccc1
→ 8, -10
CCc1ccc2nc(SCC(=O)N3CCCCC3)c(C#N)cc2c1
→ -7, 5
COCCNC(=O)c1noc2c1CCc1cc(OC)ccc1-2
→ -7, 36
CCn1c(Cc2ccccc2)nnc1SCC(=O)Nc1ccc(OC)cc1
→ -4, -44
O=C(COc1cccc(NC(=O)c2cccc([N+](=O)[O-])c2)c1)c1ccc(Br)cc1
→ 6, 7
Cc1ccc(C(=O)NC(C)c2ccccc2)o1 (centres undefined)
→ -5, 5
CCCCn1nnnc1NCc1cccnc1
→ 5, 8
O=C1c2ccccc2C(=O)N1CC#CCN1CCN(C2CCCCC2)CC1
→ 6, -5
COc1cc(OC)cc(C(=O)N(Cc2nc(-c3cccc(C)c3)no2)C(C)C)c1
→ 22, 12
O=C1C=CC(=O)N1c1ccc(-c2nc3ccccc3o2)cc1
→ 0, 17
COc1ccc(C2C(C#N)=C(C)NC3=C2C(=O)CC(C)(C)C3)c(OC)c1 (centres undefined)
→ -3, 1
Cc1ccccc1NC(=O)c1cccc(OCc2c(C)noc2C)c1
→ -3, 4
NC(=O)c1c(NC(=O)c2cc3ccccc3o2)sc2c1CCC2
→ 0, -47
CCC(Oc1ccccc1)C(=O)N1CCN(c2ccccn2)CC1 (centres undefined)
→ 0, -2
C#CCN1CC(C)/C(=N/O)CC1C (centres undefined)
→ -17, 2
COc1cc2c(cc1NC(=O)CSc1ccccn1)oc1ccccc12
→ -4, 49*

This is a subset; the hit share may differ from the screen's.
